Rev-erbA mod = modulators of human Rev-erb alpha DNA binding | hit rate 0.79% among 370,000 | activity, % at 10 µM | P20393 | Rev-erbα–FITC-DNA binding, fluorescence polarization, 90 min;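 active means activity above about 14%, limit read from the data; passing the limit was not always enough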;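 further: 0% = DMSO wells with 35 nM protein and 100% = DMSO wells with 750 nM protein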
Target sequence (P20393 whole entry, looked up): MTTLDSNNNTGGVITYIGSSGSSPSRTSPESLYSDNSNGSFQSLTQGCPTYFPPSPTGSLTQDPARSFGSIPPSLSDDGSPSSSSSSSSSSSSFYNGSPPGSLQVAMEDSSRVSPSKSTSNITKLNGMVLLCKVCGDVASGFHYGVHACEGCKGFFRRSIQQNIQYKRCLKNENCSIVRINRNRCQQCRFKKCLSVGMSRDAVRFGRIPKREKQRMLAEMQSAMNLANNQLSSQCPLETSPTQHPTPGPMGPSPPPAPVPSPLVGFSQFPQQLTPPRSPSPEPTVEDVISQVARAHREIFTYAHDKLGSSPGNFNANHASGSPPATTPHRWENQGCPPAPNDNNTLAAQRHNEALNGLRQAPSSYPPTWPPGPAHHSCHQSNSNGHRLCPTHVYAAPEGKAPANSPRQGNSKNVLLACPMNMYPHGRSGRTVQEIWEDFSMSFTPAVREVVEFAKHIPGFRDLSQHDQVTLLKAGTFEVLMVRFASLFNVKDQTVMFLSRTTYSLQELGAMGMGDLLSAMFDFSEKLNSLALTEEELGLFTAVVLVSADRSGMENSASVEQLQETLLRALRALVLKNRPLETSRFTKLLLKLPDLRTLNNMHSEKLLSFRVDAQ
HTRA1 inh = blocks human HTRA1 serine peptidase; AID 504803; hit rate 0.5% among 340,000; Q92743; recombinant HTRA1, FP-rhodamine activity-based probe, fluorescence polarization; inhibition, % at 5.96 µM; in the data active means inhibition above about 36%;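 further: 0% = enzyme with DMSO and 100% = wells lacking enzyme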
rCAG RNA binder = binds r(CAG) RNA repeats; r(CAG) RNA repeat, TO-PRO-1 dye displacement fluorescence; inhibition, % at 3 µM; hit rate 1.3% among 370,000; AID 651821;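 active means inhibition above the plate cutoff, the mean of all test compounds on that plate plus 3 SD, cut at about 35% in these data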;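 further: 0% = DMSO alone and 100% = 100 µM mitoxantrone as full dye displacement; higher means more dye released from RNA so lower well fluorescence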
ASAP1 GAP inh = blocks human ASAP1-stimulated Arf1 GTP hydrolysis; inhibition, % at 16.5 µM; hit rate 0.19% among 360,000; GDP FP detection; AID 624377; Q9ULH1; in the data active means inhibition above about 25%;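 further: 0% = vehicle with enzyme and substrate and 100% = no enzyme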
ABHD4 inh = inhibits mouse alpha/beta hydrolase domain 4; purified mABHD4, FP-Rh probe fluorescence polarization; AID 720543; inhibition, % at 8.92 µM; hit rate 0.54% among 370,000; Q8VD66;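 active means inhibition exceeding the mean over every tested compound plus 3 SD, cut at about 30% in these data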;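 further: 0% = plate median of compound wells and 100% = S159A mutant with DMSO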
Target sequence (Q8VD66 whole entry, looked up, the tested form may be a part): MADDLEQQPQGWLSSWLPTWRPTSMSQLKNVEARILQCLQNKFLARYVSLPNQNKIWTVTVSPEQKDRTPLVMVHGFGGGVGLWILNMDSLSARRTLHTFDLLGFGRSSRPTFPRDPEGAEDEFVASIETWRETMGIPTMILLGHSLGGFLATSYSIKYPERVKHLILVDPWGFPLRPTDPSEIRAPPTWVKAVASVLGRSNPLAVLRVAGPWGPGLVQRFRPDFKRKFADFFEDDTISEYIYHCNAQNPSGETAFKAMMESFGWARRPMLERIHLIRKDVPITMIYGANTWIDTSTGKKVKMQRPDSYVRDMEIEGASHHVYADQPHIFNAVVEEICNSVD
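Test system: mABHD4 protein; Read-out basis: % inhibition; Incubation: 45 min + 60 min at 25 °C; Repeats: single replicate; Technique: fluorescence polarization with parallel and perpendicular emission, 525/598 nm; Compound: 8.92 µM, single dose; Benchmarks: full inhibition S159A mutant plus DMSO, zero as sample-well median.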
GC-A act = GC-A (human) enzyme activation; P16066; HEK293 GC-A cells, cGMP TR-FRET, EC30 ANP; 0% at EC30 ANP, 100% saturating ANP; activation, % at 10 µM; hit rate 0.14% among 370,000; AID 1671463; in the data active means activation above about 40%
PG9 binder = PG9 antibody binding by small molecule; TR-FRET gp120-PG9 antibody binding; inhibition, % at 6.7 µM; hit rate 0.43% among 360,000; AID 624416; in the data active means inhibition above about 8.5%
GC-B act = GC-B (human) receptor activation | HEK293-GC-B cells, CNP EC30, cGMP TR-FRET; 0% at EC30 CNP, 100% saturating CNP | activation, % at 10 µM | hit rate 0.11% among 370,000;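 active means activation at 10 µM reaching about 35% in either raw or pattern-adjusted values, limit read from the data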
ARFGAP1 inh = inhibitors of rat ARFGAP1; hit rate 0.26% among 360,000; inhibition, % at 16.5 µM; Arfgap1-stimulated ARF1 GTP hydrolysis, GDP FP detection;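 active means inhibition above a per-plate limit, mean inhibition of low control wells plus 3 SD, cut at about 25% in these data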;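 further: 0% = DMSO wells with enzyme and 100% = wells lacking Arfgap1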
Target sequence (Q62848 1-136 limits assumed): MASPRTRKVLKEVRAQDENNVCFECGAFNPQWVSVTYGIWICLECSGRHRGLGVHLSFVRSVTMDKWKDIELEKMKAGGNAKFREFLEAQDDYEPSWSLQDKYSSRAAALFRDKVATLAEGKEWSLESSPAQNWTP
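System: truncated rat Arfgap1 GAP domain / Medium: HEPES-based buffer, pH 7.5 / Also added: N-terminally truncated human ARF1-GTP substrate / Incubation: enzyme reaction 120 min at 25 °C after 20 min preincubation / Measured by: FP of antibody-bound GDP Alexa 633 tracer, ex 620/em 688 nm / Replicates: singlicate, each compound tested once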
SMARCA2 activ = activators of SMARCA2 function; MG213 cells, MMTV-luciferase reporter, dexamethasone, overnight; activation, % at 9.1 µM; hit rate 1% among 370,000; in the data active means activation above about 7.8%;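 further: 0% = vehicle wells and 100% = reference activator wells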
The depositor's hits bear a star; nt = not tested or not shown.

No.	compound	Rev-erbA mod	GC-B act	ABHD4 inh	rCAG RNA binder	PG9 binder
1	CCC(=O)Nc1nnc(SCc2ccccc2F)s1	3	2	-1	0	-1.9
2	O=C(O)CCc1ccc(-c2ccccc2)n1Cc1ccco1	0	2	7	16	1.5
3	CN(CCc1ccccn1)C(=O)c1ccc(OC(F)(F)F)cc1	4	0	6	-4	1.3
4	CCOC(=O)CC(NCc1ccc(OC)c(OCC)c1)c1ccc(C)cc1 (configuration not stated)	-2	-6	2	-10	-0.2
5	CCc1nc2ccc(C(=O)NCCCN3CCCC3=O)cn2c1N(CC)C(C)=O	-3	0	6	1	-1.6
6	CCOc1nc2cnccc2n(CC(=O)Nc2ccc(C)c(C)c2)c1=O	5	4	1	2	-1.2
7	O=C(CN1CCN(Cc2ccc(Cl)cc2)CC1)N/N=C/c1ccccc1F	-7	-3	-1	-5	-3.2
8	Cc1cn2c(=O)c3ncn(C4OC(CO)C(O)C4O)c3n(C)c2n1 (configuration not stated)	-3	-1	3	0	1.1
9	Cc1ccc2cc(CN(Cc3ccco3)C(=O)c3ccccc3)c(=O)[nH]c2c1C	2	2	3	2	3.9
10	CCCOc1ccc(N2C(=O)CC(N(Cc3ccco3)C(C)=O)C2=O)cc1 (configuration not stated)	0	2	0	-3	-1.9
11	COc1ccc(N(Cc2cc3ccc(C)cc3[nH]c2=O)C(=O)c2ccco2)cc1	3	-5	4	2	0.1
12	COC(=O)C[C@H]1CC[C@H]2[C@H](COc3ccc(NS(=O)(=O)c4cccc(OC)c4)cc3C(=O)N2C)O1	3	-1	4	3	nt

No.	ARFGAP1 inh	GC-A act	HTRA1 inh	SMARCA2 activ	ASAP1 GAP inh
1	3	2	1	4	-3
2	-4	4	-9	-3	-10
3	1	0	8	0	4
4	12	-2	2	-1	-7
5	-6	3	nt	5	6
6	6	0	3	-2	0
7	-1	-1	3	1	6
8	6	6	nt	0	4
9	-3	-1	3	0	7
10	-5	1	11	0	9
11	-15	-1	-4	-2	-2
12	nt	0	nt	-2	nt

Continuation.
No.	compound	Rev-erbA mod	GC-B act	ABHD4 inh	rCAG RNA binder	PG9 binder
13	CCOC(=O)c1cccc(NC(=O)C2CCCN(S(=O)(=O)c3c(C)nn(C)c3C)C2)c1 (configuration not stated)	3	-5	1	2	2.0
14	Cc1ccc(-n2ncc3c2CC(C)(C)CC3NC(=O)CCCN2CCCCC2=O)cc1 (configuration not stated)	-2	4	1	-8	-1.1
15	NC(=O)c1cc2cc(Cc3ccccc3Cl)ccc2oc1=O	20*	6	-7	3	4.1
16	N#Cc1cccc(S(=O)(=O)NCCOc2ccccc2F)c1	4	3	-3	4	0.4
17	Cc1cc(=O)[nH]c(-c2cccnc2)n1	4	1	-3	-2	-1.1
18	CC1CCN(c2ccc3c(c2)S(=O)(=O)c2cc(C(=O)O)ccc2C3=O)CC1	9	1	12	28	-1.8
19	O=C(COC(=O)CN1C(=O)NC2(CCCC2)C1=O)NCc1ccc(Cl)cc1Cl	-8	-4	4	0	-0.9
20	C=CCOC(=O)C1=C(C)NC(SCC(=O)OCC)=C(C#N)C1c1ccc(C)cc1 (configuration not stated)	13	0	-12	6	-0.8
21	NC(=O)C1(N2CCCCC2)CCN(Cc2ccccc2Cl)CC1	-4	-1	2	-4	0.1
22	O=C(O)c1cc(S(=O)(=O)N2CCCCC2)sc1Cl	-1	-2	0	-1	0.6
23	OC(CN1C2=NCCCN2c2ccccc21)c1ccc(Cl)cc1 (configuration not stated)	nt	nt	0	8	-1.0
24	COc1ccc(OC)c(S(=O)(=O)NC2CCN(Cc3ccccc3)CC2)c1	4	0	-5	-5	0.0

No.	ARFGAP1 inh	GC-A act	HTRA1 inh	SMARCA2 activ	ASAP1 GAP inh
13	14	-2	-5	-2	-6
14	3	1	1	-2	-1
15	6	7	-11	-1	5
16	3	3	-3	-2	-9
17	2	-1	6	2	4
18	5	5	-3	6	13
19	-4	-3	8	-6	16
20	19	0	-33	-4	4
21	0	2	3	-1	11
22	6	0	0	-4	9
23	0	nt	-9	0	8
24	14	0	-4	-1	7

Next part
No.	compound	Rev-erbA mod	GC-B act	ABHD4 inh	rCAG RNA binder	PG9 binder
25	Cc1cccc(OCCN2C(=O)c3ccccc3C2=O)c1	-1	3	3	-6	2.6
26	COc1cccc(CN2CCC2(C)C(=O)Nc2cccc3cccnc23)c1OC (configuration not stated)	3	-1	-11	1	-1.9
27	O=S1(=O)c2c(NCc3ccco3)cccc2Oc2ccccc2CN1Cc1cn(Cc2ccc(C(F)(F)F)cc2)nn1	-2	5	-6	12	nt
28	Cc1ccc2c(c1)C(c1ccc(N3CCOCC3)cc1)=NNC(c1cccs1)=N2	-8	4	1	0	-1.8
29	Cc1cc(C)nc(SCC(=O)Nc2ccc(S(=O)(=O)Nc3cc(C)on3)cc2)n1	-1	2	6	2	-2.5
30	COc1cc2c(cc1NC(=O)C(Cl)Cl)-c1ccc(NC(=O)C(Cl)Cl)cc1C2	-2	-4	11	24	-19
31	C(=C\c1ccccn1)/c1ccccn1	-5	-1	-5	2	-3.2
32	O=C(Nc1nnc(C2CC2)s1)c1cccc(S(=O)(=O)N2CCc3ccccc32)c1	-1	-15	6	1	1.2
33	CC(C)Oc1cccc(C(=O)NC(=S)Nc2ccc3c4c(cccc24)CC3)c1	nt	nt	-7	3	3.5
34	O=C(O)C1C(c2ccccc2)C(C(=O)Oc2ccccc2)C1c1ccccc1 (configuration not stated)	-1	5	8	15	-3.0
35	C[C@H](NC(=O)c1ccccc1)C(=O)OCC(=O)Nc1sccc1C(N)=O	2	0	6	6	-0.1
36	O=C(NNc1ccccc1[N+](=O)[O-])Nc1ccc(F)cc1	-1	5	0	0	0.8

No.	ARFGAP1 inh	GC-A act	HTRA1 inh	SMARCA2 activ	ASAP1 GAP inh
25	14	3	-2	9.6*	7
26	12	4	nt	-3	-2
27	nt	3	nt	-4	nt
28	-5	6	2	-1	1
29	-7	-1	4	2	-7
30	12	-9	2	7	0
31	11	1	2	0	-8
32	7	-42	-9	-2	-2
33	-11	nt	-7	-1	-4
34	-2	-3	1	-2	-3
35	6	0	-3	1	-8
36	6	0	0	-2	-4

The results go on.
No.	compound	Rev-erbA mod	GC-B act	ABHD4 inh	rCAG RNA binder	PG9 binder
37	COC(=O)c1nc(NC(=O)c2ccccc2)n[nH]1	0	4	-2	2	1.7
38	CCOc1ccc(N(C(=O)CNC(=O)c2cccs2)C(C(=O)NCC2CCCO2)c2ccc(OC)c(OC)c2)cc1 (configuration not stated)	-11	4	1	-8	-1.0
39	N#Cc1ccc(CN2CCN(C(=O)C3CC(=O)N(c4ccc5c(c4)OCCO5)C3)CC2)cc1 (configuration not stated)	5	-3	4	8	0.4
40	Cc1cc2cc(CNC(=O)c3ccc(S(=O)(=O)N(C)C)cc3)ccc2n1C	-4	1	14	16	1.9
41	O=C(COc1cccc(NC(=O)c2ccco2)c1)c1ccc(F)cc1	-8	6	-2	0	-2.5
42	C/C(=N\NC(=O)c1ccccc1F)c1cccc(NC(=O)c2ccc(C)cc2)c1	-2	0	4	-4	-0.1
43	CC1CCCC(NC(=O)COC(=O)c2ccc(N(C)C)cc2)C1C (configuration not stated)	4	-1	1	-6	-0.2
44	O=C(O)CC(Cc1ccc(Cl)cc1)C(=O)Nc1cc(Cl)ccc1Cl (configuration not stated)	-1	3	-9	40*	-0.8
45	CC(=O)Nc1ccc(C(=O)OCc2ccc(Cl)c(Cl)c2)cc1	6	-2	-19	1	0.7
46	C[C@H](CO)N1C[C@H](C)[C@H](CN(C)C(=O)c2ccccn2)Oc2cc(C#Cc3ccc(F)cc3)ccc2S1(=O)=O	-1	1	-5	5	-0.8
47	O=c1cc(C(O)C[N+](=O)[O-])occ1OCc1ccccc1 (configuration not stated)	-1	13	5	14	1.1
48	CCN(CC)C(=O)C1CCCN(C(=O)c2cc(COc3cccc(OC)c3)on2)C1 (configuration not stated)	1	-5	0	-8	-2.5

No.	ARFGAP1 inh	GC-A act	HTRA1 inh	SMARCA2 activ	ASAP1 GAP inh
37	5	10	6	-3	-6
38	-5	1	4	1	4
39	16	-1	2	-6	-6
40	11	0	11	2	-6
41	12	2	-5	0	11
42	7	1	3	3	-14
43	12	0	-1	-3	16
44	-5	3	-14	-1	8
45	9	-4	-31	-1	18
46	12	5	-15	-6	4
47	0	3	nt	-4	-17
48	0	2	3	2	8

Continued.
No.	compound	Rev-erbA mod	GC-B act	ABHD4 inh	rCAG RNA binder	PG9 binder
49	CCc1nnc(NC(=O)CSc2nnc3c(C)cc4c(C)ccc(C)c4n23)s1	4	4	0	-4	-8.4
50	CCCCN(C(=O)CSc1nnc(-c2ccc(Cl)cc2)o1)c1c(N)n(CC(C)C)c(=O)[nH]c1=O	8	-6	1	2	-0.1
51	O=S(=O)(N/N=C/c1ccc2c(c1)OCCO2)c1ccc(Cl)cc1	-3	-5	nt	nt	nt
52	CC(C)(C)n1nnnc1C(c1cc2ccccc2o1)N1CCOCC1 (configuration not stated)	6	2	-2	0	0.2
53	O=C(CSc1nc2cc(C(=O)O)ccc2c(=O)n1-c1ccc(F)cc1)Nc1ccc(F)c(F)c1F	-1	6	-12	39*	-0.2

No.	ARFGAP1 inh	GC-A act	HTRA1 inh	SMARCA2 activ	ASAP1 GAP inh
49	1	0	6	-3	-10
50	1	-6	0	0	-3
51	nt	-2	1	nt	nt
52	-8	-2	nt	-2	-12
53	3	1	-7	0	3

Reprinted from the listing, 10 compounds:
No.	compound	Rev-erbA mod	GC-B act	ABHD4 inh	rCAG RNA binder	PG9 binder
41	O=C(COc1cccc(NC(=O)c2ccco2)c1)c1ccc(F)cc1	-8	6	-2	0	-2.5
42	C/C(=N\NC(=O)c1ccccc1F)c1cccc(NC(=O)c2ccc(C)cc2)c1	-2	0	4	-4	-0.1
43	CC1CCCC(NC(=O)COC(=O)c2ccc(N(C)C)cc2)C1C (configuration not stated)	4	-1	1	-6	-0.2
44	O=C(O)CC(Cc1ccc(Cl)cc1)C(=O)Nc1cc(Cl)ccc1Cl (configuration not stated)	-1	3	-9	40*	-0.8
45	CC(=O)Nc1ccc(C(=O)OCc2ccc(Cl)c(Cl)c2)cc1	6	-2	-19	1	0.7
46	C[C@H](CO)N1C[C@H](C)[C@H](CN(C)C(=O)c2ccccn2)Oc2cc(C#Cc3ccc(F)cc3)ccc2S1(=O)=O	-1	1	-5	5	-0.8
47	O=c1cc(C(O)C[N+](=O)[O-])occ1OCc1ccccc1 (configuration not stated)	-1	13	5	14	1.1
48	CCN(CC)C(=O)C1CCCN(C(=O)c2cc(COc3cccc(OC)c3)on2)C1 (configuration not stated)	1	-5	0	-8	-2.5
49	CCc1nnc(NC(=O)CSc2nnc3c(C)cc4c(C)ccc(C)c4n23)s1	4	4	0	-4	-8.4
50	CCCCN(C(=O)CSc1nnc(-c2ccc(Cl)cc2)o1)c1c(N)n(CC(C)C)c(=O)[nH]c1=O	8	-6	1	2	-0.1

No.	ARFGAP1 inh	GC-A act	HTRA1 inh	SMARCA2 activ	ASAP1 GAP inh
41	12	2	-5	0	11
42	7	1	3	3	-14
43	12	0	-1	-3	16
44	-5	3	-14	-1	8
45	9	-4	-31	-1	18
46	12	5	-15	-6	4
47	0	3	nt	-4	-17
48	0	2	3	2	8
49	1	0	6	-3	-10
50	1	-6	0	0	-3
